High-throughput results as filed in PubChem BioAssay.
CHO-K1 Ca antag – M1 antagonist counterscreen hit in parental CHO-K1 cells | ATP-induced calcium, Fluo-8 fluorescence | hit rate 0.6% among 360,000 | inhibition, % at 3 µM;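 active = inhibition above a per-plate cutoff, the plate's mean sample inhibition plus 3 SD, cut at about 24% in these data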;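 note: 0% = DMSO plus EC80 ATP and 100% = DMSO alone without ATP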
TAAR1 antagonist – human TAAR1 antagonism; hit rate 1.5% among 360,000; inhibition, % at 3 µM; CHO RD-HGA16 TAAR1, Fluo-8 calcium fluorescence, antagonist; Q96RJ0; AID 624466;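 active = inhibition above a per-plate cutoff, the mean inhibition of test compounds on that plate plus 3 SD, cut at about 49% in these data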;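 note: 0% = DMSO plus EC80 beta-PEA response and 100% = DMSO alone without agonist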
Target sequence (Q96RJ0 whole entry, looked up): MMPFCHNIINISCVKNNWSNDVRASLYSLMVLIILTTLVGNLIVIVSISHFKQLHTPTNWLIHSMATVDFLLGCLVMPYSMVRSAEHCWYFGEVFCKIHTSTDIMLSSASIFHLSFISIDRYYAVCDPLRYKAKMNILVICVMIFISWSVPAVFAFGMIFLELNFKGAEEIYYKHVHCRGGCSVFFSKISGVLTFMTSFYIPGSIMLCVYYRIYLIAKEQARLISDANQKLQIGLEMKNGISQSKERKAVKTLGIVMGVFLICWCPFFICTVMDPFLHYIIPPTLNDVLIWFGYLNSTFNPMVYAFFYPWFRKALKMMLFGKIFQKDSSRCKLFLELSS
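System: CHO RD-HGA16 cells bearing hTAAR1. Reagent: EC80 β-phenethylamine stimulus. Schedule: seeding 17-24 h prior, 75-min 37 °C, 30-min RT dye loading. Signal: Fluo-8 intracellular calcium dye fluorescence, real-time kinetic reads. Read-out: % inhibition from peak post-agonist over basal fluorescence ratio. Benchmarks: vehicle wells and EC80 agonist wells. Replicates: n of 1.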
TAAR1 agonist – agonists of human TAAR1; hit rate 0.99% among 360,000; Q96RJ0; CHO RD-HGA16 TAAR1, Fluo-8 calcium fluorescence; vehicle wells 0%, saturating PEA agonist 100%; activation, % at 3 µM;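 active = activation above the mean activation of all test compounds in the run plus 3 SD, cut at about 38% in these data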
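Test system: RD-HGA16 (CHO) cells co-expressing Gα16 and hTAAR1; dosing: one-point dosing at 3 µM (nominal); timing: 17-24 h seeding, 75 min 37 °C dye, 30 min RT; signal: kinetic Fluo-8 calcium fluorescence; read-out basis: % activation relative to PEA EC100 response; controls: DMSO and PEA EC100; replicates: n 1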
CHO parental Ca – signal in parental CHO cells, OX1R antagonist counter-screen | parental CHO-K1, ATP-induced calcium, Fluo-8 fluorescence | inhibition, % at 5.6 µM | hit rate 0.63% among 330,000;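 active = inhibition above that plate's mean sample inhibition plus 3 SD, cut at about 26% in these data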;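 note: 0% = ATP-challenged DMSO wells and 100% = DMSO wells without ATP; some compounds past the cut are filed as inactive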
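Test system: untransfected parental CHO cell line. Compound: one dose, 5.6 µM nominal. Detection: intracellular calcium via Fluo-8 no-wash fluorescent dye. Measure: % inhibition. Benchmarks: ATP-challenged DMSO wells low, unchallenged DMSO wells high.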
M1 PAM – human CHRM1 positive allosteric modulation | activation, % at 3 µM | hit rate 0.088% among 360,000 | AID 588819 | CHO-K1 hM1, Fluo-8 calcium fluorescence, ACh EC20; 0% = ACh EC20, 100% = maximal ACh | P11229; in the data active = activation above about 19%, passing the limit was not always enough
Target sequence (P11229 whole entry, looked up): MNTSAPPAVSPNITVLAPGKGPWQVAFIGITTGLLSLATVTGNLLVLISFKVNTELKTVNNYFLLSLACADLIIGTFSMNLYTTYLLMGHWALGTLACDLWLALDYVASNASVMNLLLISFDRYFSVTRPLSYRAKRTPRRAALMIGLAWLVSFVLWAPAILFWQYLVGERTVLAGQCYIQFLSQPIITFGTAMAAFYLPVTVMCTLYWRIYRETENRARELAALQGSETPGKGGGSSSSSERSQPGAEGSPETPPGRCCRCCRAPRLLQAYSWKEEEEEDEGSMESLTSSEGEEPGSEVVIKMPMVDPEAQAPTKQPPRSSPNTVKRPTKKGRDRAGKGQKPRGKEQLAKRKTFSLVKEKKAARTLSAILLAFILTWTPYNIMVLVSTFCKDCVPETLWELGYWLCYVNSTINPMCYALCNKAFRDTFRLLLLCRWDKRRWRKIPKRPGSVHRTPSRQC
M1 antag – human CHRM1 antagonism. inhibition, % at 3 µM. hit rate 1.3% among 360,000. AID 588852. CHO-K1 hM1, Fluo-8 calcium fluorescence, ACh EC80 antagonist;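 active = percent inhibition above its own plate's cutoff, namely the mean of that plate's compound wells plus 3 SD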;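 note: peak over basal fluorescence ratio during 140 s after agonist addition; 0% = ACh EC80 plus DMSO and 100% = DMSO alone without agonist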
M1 ag – agonists of human M1 muscarinic receptor. CHO-K1 hM1, Fluo-8 calcium fluorescence, agonist mode; 0% DMSO, 100% acetylcholine EC100. activation, % at 3 µM. hit rate 0.33% among 360,000;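 active = activation above the run's mean compound activation plus 3 SD, cut at about 16% in these data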;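 note: peak over basal fluorescence ratio within a 140 s kinetic read after compound addition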
CHO-K1 Ca PAM – nonselective activator or artifact in parental CHO-K1 calcium assay; ATP EC20, Fluo-8 calcium fluorescence; 0% at ATP EC20, 100% at ATP max; activation, % at 3 µM; hit rate 0.02% among 360,000; AID 602247;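 active = activation above the run cutoff, the mean activation of all test compounds plus 3 SD, cut at about 40% in these data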;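 note: peak over basal fluorescence ratio in a 140 s read after ATP addition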
M1 ag parental – counter-screen for M1 agonists: effect in parental CHO-K1 cells; activation, % at 3 µM; Fluo-8 calcium fluorescence; scaled to maximal ATP response, vehicle zero; AID 602248; hit rate 0.48% among 360,000; in the data active = activation above about 15%;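 note: untransfected CHO-K1 host cells lacking M1 receptor as counterscreen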
Numbers without * were called inactive.

The opening 3 records, ahead of the listing:
Results for COc1ccc(C2=NNC(=O)CC2)cc1 ?
CHO-K1 Ca antag: 0; TAAR1 antagonist: 7; TAAR1 agonist: 5; CHO parental Ca: 4; M1 PAM: 3; M1 antag: 4; M1 ag: -3; CHO-K1 Ca PAM: 2; M1 ag parental: -0.1

How did Nc1[nH]c(C(=O)c2ccccc2)c(-c2cccnc2)c1C(=O)NC1CCCCC1 do in these assays?
CHO-K1 Ca antag: -16; TAAR1 antagonist: 3; TAAR1 agonist: 3; CHO-K1 Ca PAM: 23; M1 ag parental: 0.7

Results for Cc1ncc(CO)c2c1Oc1nc(-c3ccccc3)nc(SCC(=O)Nc3cccc(O)c3)c1C2 ?
CHO-K1 Ca antag: -8; TAAR1 antagonist: 18; TAAR1 agonist: 1; CHO parental Ca: -9; M1 PAM: -8; M1 antag: 13; M1 ag: -4; CHO-K1 Ca PAM: 24; M1 ag parental: 1.1

This part in full, repeating the preview:
Results for COc1ccc(C2=NNC(=O)CC2)cc1 ?
CHO-K1 Ca antag: 0; TAAR1 antagonist: 7; TAAR1 agonist: 5; CHO parental Ca: 4; M1 PAM: 3; M1 antag: 4; M1 ag: -3; CHO-K1 Ca PAM: 2; M1 ag parental: -0.1

How did Nc1[nH]c(C(=O)c2ccccc2)c(-c2cccnc2)c1C(=O)NC1CCCCC1 do in these assays?
CHO-K1 Ca antag: -16; TAAR1 antagonist: 3; TAAR1 agonist: 3; CHO-K1 Ca PAM: 23; M1 ag parental: 0.7

Results for Cc1ncc(CO)c2c1Oc1nc(-c3ccccc3)nc(SCC(=O)Nc3cccc(O)c3)c1C2 ?
CHO-K1 Ca antag: -8; TAAR1 antagonist: 18; TAAR1 agonist: 1; CHO parental Ca: -9; M1 PAM: -8; M1 antag: 13; M1 ag: -4; CHO-K1 Ca PAM: 24; M1 ag parental: 1.1

Results for O=C(CSc1ccc2nnc(-c3ccncc3)n2n1)Nc1nccs1 ?
CHO-K1 Ca antag: -3; TAAR1 antagonist: 3; TAAR1 agonist: 1; M1 PAM: 10; M1 antag: -4; M1 ag: -6; CHO-K1 Ca PAM: 26; M1 ag parental: 3.5

Results for c1ccc(OCCOc2ncnc3ccccc23)cc1 ?
CHO-K1 Ca antag: -7; TAAR1 antagonist: 18; TAAR1 agonist: 9; CHO parental Ca: -6; M1 PAM: -6; M1 antag: -11; M1 ag: -2; CHO-K1 Ca PAM: 14; M1 ag parental: 3.0

Results for CC(C)CNC(=O)COc1ccc2c3c(c(=O)oc2c1)CCC3 ?
CHO-K1 Ca antag: -10; TAAR1 antagonist: -18; TAAR1 agonist: 3; CHO parental Ca: -10; M1 PAM: 8; M1 antag: -6; M1 ag: -6; CHO-K1 Ca PAM: 19; M1 ag parental: 2.0

How did COc1ccc2cc(C(C)C(=O)N3CCC(C)CC3)ccc2c1 (stereo not drawn) do in these assays?
CHO-K1 Ca antag: -5; TAAR1 antagonist: -4; TAAR1 agonist: -2; CHO parental Ca: -10; M1 PAM: 0; M1 antag: -6; M1 ag: -7; CHO-K1 Ca PAM: -9; M1 ag parental: 0.6

Results for CCCSc1nc(N)nc2c1ncn2C1OC(CO)C(O)C1O (stereo not drawn) ?
CHO-K1 Ca antag: 11; TAAR1 antagonist: -5; TAAR1 agonist: 1; M1 PAM: 10; M1 antag: -11; M1 ag: 1; CHO-K1 Ca PAM: -18; M1 ag parental: -0.5

Results for CCOc1ccc2nc3cc(N=Nc4ccc(N)nc4N)ccc3c(N)c2c1 ?
CHO-K1 Ca antag: -12; M1 PAM: 5; M1 antag: -14; M1 ag: -5; CHO-K1 Ca PAM: 16; M1 ag parental: 0.6

What do the screens show for `CCOC(=O)c1ccc(NC(=O)c2nc(S(=O)(=O)Cc3ccccc3)ncc2Cl)cc1`?
CHO-K1 Ca antag: 16; TAAR1 antagonist: 16; TAAR1 agonist: -2; CHO parental Ca: 27; M1 PAM: -3; M1 antag: 9; M1 ag: -3; CHO-K1 Ca PAM: -4; M1 ag parental: -0.6

Results for Cc1cccc(NC(=O)[C@@H](NC(=O)[C@@H]2Cc3ccccc3CN2)C(C)C)c1 ?
CHO-K1 Ca antag: -10; TAAR1 antagonist: -19; TAAR1 agonist: 0; CHO parental Ca: -27; M1 PAM: 9; M1 antag: -14; M1 ag: -3; CHO-K1 Ca PAM: -9; M1 ag parental: -0.1

What do the screens show for `CC1CN(C(=O)COC(=O)c2ccc(N)c([N+](=O)[O-])c2)CC(C)O1` (stereo not drawn)?
CHO-K1 Ca antag: -4; TAAR1 antagonist: -12; TAAR1 agonist: 2; CHO parental Ca: -1; M1 PAM: 0; M1 antag: -1; M1 ag: 1; CHO-K1 Ca PAM: 11; M1 ag parental: 0.7

What do the screens show for `OCC1(Cc2ccccc2)CCN(Cc2cnc(-c3cccc4ccccc34)nc2)CC1`?
CHO-K1 Ca antag: -14; TAAR1 antagonist: 15; TAAR1 agonist: 7; CHO parental Ca: -26; M1 PAM: -2; M1 antag: 2; M1 ag: -4; CHO-K1 Ca PAM: 8; M1 ag parental: 0.8

How did Cc1ccc(CC2C(=O)N(c3ccc(C)cc3)C(=O)C2C)cc1 (stereo not drawn) do in these assays?
CHO-K1 Ca antag: -10; TAAR1 antagonist: 11; TAAR1 agonist: 4; CHO parental Ca: -5; M1 PAM: 5; M1 antag: -11; M1 ag: -14; CHO-K1 Ca PAM: 18; M1 ag parental: 0.1

Results for COc1ccc(CCNC(=O)CSc2nnc(CNc3ccc(Cl)cc3)o2)cc1OC ?
CHO-K1 Ca antag: 1; TAAR1 antagonist: 8; TAAR1 agonist: 5; CHO parental Ca: -7; M1 PAM: 2; M1 antag: -4; M1 ag: -1; CHO-K1 Ca PAM: 16; M1 ag parental: 3.3

How did O=C(c1ccccc1)c1cnc(Nc2ccccc2Cl)s1 do in these assays?
CHO-K1 Ca antag: -1; CHO parental Ca: -16; M1 PAM: 2; M1 antag: -4; M1 ag: -7; CHO-K1 Ca PAM: 13; M1 ag parental: 1.4

How did CCCCOC(=O)c1ccc(NC(=S)NC(=O)c2c(Cl)cnn2C)cc1 do in these assays?
CHO-K1 Ca antag: -11; TAAR1 antagonist: 2; TAAR1 agonist: 1; CHO parental Ca: -21; M1 PAM: -13; M1 antag: 17; M1 ag: -5; CHO-K1 Ca PAM: 21; M1 ag parental: 0.8

How did CCN1CCN(c2cc(C)nc(-c3ccccc3O)n2)CC1 do in these assays?
CHO-K1 Ca antag: -4; TAAR1 antagonist: -21; TAAR1 agonist: 2; CHO parental Ca: -15; M1 PAM: 3; M1 antag: -3; M1 ag: -3; CHO-K1 Ca PAM: 14; M1 ag parental: 7.2

Results for Cc1n[nH]c(=S)c2nn(-c3ccccc3F)c(C)c12 ?
CHO-K1 Ca antag: -1; TAAR1 antagonist: -19; TAAR1 agonist: -4; M1 PAM: 2; M1 antag: 0; M1 ag: -2; CHO-K1 Ca PAM: 2; M1 ag parental: -0.3

Results for COC1=NC2=NCCN2C(OC)=N1 ?
CHO-K1 Ca antag: -14; TAAR1 antagonist: -5; TAAR1 agonist: 2; M1 PAM: 5; M1 antag: -13; M1 ag: -1; CHO-K1 Ca PAM: 16; M1 ag parental: 1.0

How did Cc1nc2scc(C)n2c(=O)c1S(=O)(=O)NCc1ccc(F)cc1 do in these assays?
CHO-K1 Ca antag: -13; TAAR1 antagonist: -3; TAAR1 agonist: 1; CHO parental Ca: -1; M1 PAM: 0; M1 antag: 1; M1 ag: -2; CHO-K1 Ca PAM: -2; M1 ag parental: 0.2

Results for Cc1cc(C)nc(NC(=O)/C=C/c2ccccc2Cl)n1 ?
CHO-K1 Ca antag: -14; TAAR1 antagonist: -2; TAAR1 agonist: 4; CHO parental Ca: -9; M1 PAM: 3; M1 antag: -5; M1 ag: -4; CHO-K1 Ca PAM: 20; M1 ag parental: 1.0

Results for CCOc1ccc(CCN2C(=S)N([C@@H](Cc3ccccc3)CN3CCC[C@@H]3CN3C(=S)NC[C@@H]3CC(C)C)C[C@@H]2Cc2ccccc2)cc1 ?
CHO-K1 Ca antag: -12; TAAR1 antagonist: -9; TAAR1 agonist: -1; CHO-K1 Ca PAM: -4; M1 ag parental: 0.5

What do the screens show for `O=C1CCC(C(=O)OCC(=O)c2ccccc2)N1` (stereo not drawn)?
CHO-K1 Ca antag: -4; TAAR1 antagonist: -10; TAAR1 agonist: 8; CHO parental Ca: -9; M1 PAM: -1; M1 antag: 13; M1 ag: -2; CHO-K1 Ca PAM: -8; M1 ag parental: 0.9

Results for CC1CC(=O)Nc2ccccc2N1C(=O)COc1ccccc1C(N)=O (stereo not drawn) ?
CHO-K1 Ca antag: -5; TAAR1 antagonist: -31; TAAR1 agonist: 3; M1 PAM: -1; M1 antag: 2; M1 ag: -3; CHO-K1 Ca PAM: 16; M1 ag parental: 0.3

How did CC(=O)NCCC(=O)N(C)CC1CCN(CCc2cccc(C(F)(F)F)c2)CC1 do in these assays?
CHO-K1 Ca antag: -3; TAAR1 antagonist: -11; TAAR1 agonist: 0; M1 PAM: 0; M1 antag: -3; M1 ag: -5; CHO-K1 Ca PAM: 7; M1 ag parental: 0.4

What do the screens show for `N#CC1=C(N)NC(SCc2ccc(F)cc2)=C(C#N)C12CCCCC2`?
CHO-K1 Ca antag: 3; TAAR1 antagonist: 54*; TAAR1 agonist: 29; CHO parental Ca: 27; M1 PAM: -8; M1 antag: 21; M1 ag: 2; CHO-K1 Ca PAM: -6; M1 ag parental: 8.5

Results for C=CC(C)N1C(=O)S/C(=C\c2ccc(N3CCOCC3)cc2C)C1=O (stereo not drawn) ?
CHO-K1 Ca antag: -9; TAAR1 antagonist: -12; TAAR1 agonist: 8; CHO parental Ca: -16; M1 PAM: 0; M1 antag: 7; M1 ag: -5; CHO-K1 Ca PAM: 12; M1 ag parental: 1.2

How did O=C(CN1C(=O)c2ccccc2S1(=O)=O)Nc1ccc(S(=O)(=O)Nc2ncccn2)cc1 do in these assays?
CHO-K1 Ca antag: -6; TAAR1 antagonist: -29; TAAR1 agonist: 0; M1 PAM: 3; M1 antag: -1; M1 ag: 0; CHO-K1 Ca PAM: 12; M1 ag parental: 0.4
